Screening data as filed in PubChem.
TbHK1 inh – T. brucei hexokinase 1 inhibition; recombinant TbHK1, G6PDH-coupled NADH A340; inhibition, % at 10 µM; 220,000 compounds, 0.11% hits; AID 1430;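 active means inhibition of 50% or more in the single-dose primary screen; inactive means inhibition below 50%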
FXIIa inh – factor XIIa (human) inhibition. purified FXIIa, Boc-QGR-AMC fluorogenic substrate, 2 h. inhibition, % at 5 µM. 220,000 compounds, 0.3% hits. AID 800; in the data active means inhibition above about 40%;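 further: 0% = enzyme with no compound and 100% = blank without enzyme; many of its hits are not listed in these tables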
FXIa inh – inhibitors of human coagulation factor XIa. P03951. purified FXIa, Boc-Glu-Ala-Arg-AMC fluorogenic substrate. inhibition, % at 5 µM. 220,000 compounds, 0.14% hits. AID 798;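 active means inhibition of at least 40%; inactive means inhibition below 40%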;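 further: fluorescence of freed AMC excited at 355 nm; 0% = enzyme without compound and 100% = no enzyme blank; many of its hits are not listed in these tables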
Target sequence (P03951 19-387 limits assumed): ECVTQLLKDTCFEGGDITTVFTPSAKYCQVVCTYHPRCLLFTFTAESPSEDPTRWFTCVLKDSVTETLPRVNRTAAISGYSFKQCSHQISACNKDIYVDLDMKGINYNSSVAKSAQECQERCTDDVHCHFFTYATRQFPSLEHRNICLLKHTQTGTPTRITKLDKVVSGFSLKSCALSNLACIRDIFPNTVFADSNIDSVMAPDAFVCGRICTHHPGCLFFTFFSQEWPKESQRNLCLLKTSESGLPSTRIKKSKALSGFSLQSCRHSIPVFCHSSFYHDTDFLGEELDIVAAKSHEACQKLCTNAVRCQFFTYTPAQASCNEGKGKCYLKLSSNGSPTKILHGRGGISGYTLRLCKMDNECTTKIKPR
Target sequence (P03951 388-625 limits assumed): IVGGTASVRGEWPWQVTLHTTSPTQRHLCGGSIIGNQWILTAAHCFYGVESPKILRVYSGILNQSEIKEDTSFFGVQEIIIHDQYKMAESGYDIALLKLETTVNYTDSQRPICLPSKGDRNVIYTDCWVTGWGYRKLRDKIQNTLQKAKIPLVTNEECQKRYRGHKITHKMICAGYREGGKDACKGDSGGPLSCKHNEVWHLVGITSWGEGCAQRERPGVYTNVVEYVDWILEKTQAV
CHOP inhibitor – blocks CHOP induction under ER stress; 220,000 compounds, 3.8% hits; CHO-K1 CHOP-promoter luciferase, tunicamycin-induced, 15-18 h; AID 2732; inhibition, % at 10 µM;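 active means compounds that reduced the stress-induced luciferase reporter signal by more than about 70% of percent inhibition, limit read from the data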;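 further: 0% = tunicamycin plus vehicle and 100% = wells without tunicamycin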
EP2 antag – inhibitors of human EP2 prostaglandin E2 receptor; 260,000 compounds, 0.52% hits; P43116; C6 glioma cells expressing human EP2, cAMP TR-FRET; cells stimulated with saturating PGE2; AID 1422; inhibition, % at 25 µM;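 active means percent inhibition above 40 after rounding to a whole number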;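 further: rat C6 glioma host cells with rolipram phosphodiesterase inhibitor present; the protocol text gives 20 µM as final concentration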
Target sequence (P43116 whole entry, looked up): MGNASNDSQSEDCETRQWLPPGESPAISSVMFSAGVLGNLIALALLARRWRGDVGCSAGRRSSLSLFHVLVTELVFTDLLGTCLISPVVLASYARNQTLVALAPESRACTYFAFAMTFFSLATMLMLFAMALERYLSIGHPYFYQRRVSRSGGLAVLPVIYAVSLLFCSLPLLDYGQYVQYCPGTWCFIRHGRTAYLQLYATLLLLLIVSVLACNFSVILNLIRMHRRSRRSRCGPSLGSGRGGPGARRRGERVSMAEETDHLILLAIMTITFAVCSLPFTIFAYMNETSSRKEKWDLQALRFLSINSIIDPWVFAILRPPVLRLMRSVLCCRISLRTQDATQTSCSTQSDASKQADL
TNF necrop inh – TNF-alpha cell death inhibition in Jurkat FADD-/- cells; Jurkat FADD-/- TNF necroptosis rescue, ATP luminescence, 24 h; 0 = TNF only, 100 = no-TNF cells; activation (protection from cell death), % at 10 µM; 220,000 compounds, 0.068% hits;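 active means activation, meaning protection from cell death, of at least 50% relative to plate controls; inactive means activation below 50%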;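 further: necroptosis triggered by 40 ng/mL TNF-alpha added together with compound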
PPC-1+TRAIL kill – PPC-1 cancer cell killing with TRAIL present. cell killing (% activity), % at 4 µM. PPC-1 cells + TRAIL, ATPLite viability luminescence. 220,000 compounds, 0.41% hits. AID 1443;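 active means cell killing above 50% in the first pass at 4 µM, then a duplicate retest at 5 µM averaging 50% or more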;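 further: plate controls were cells with TRAIL plus DMSO for no effect and medium-only wells lacking cells for full effect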
Wee1 degr inh – blocks degradation of human Wee1 kinase; P30291; HeLa Luc-Wee1K328M stability, luciferase luminescence; 100% = proteasome inhibitor MG132 effect; reporter increase, % at 5 µM; 220,000 compounds, 1.2% hits;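 active means activation above the mean of all tested compounds plus 3 SD, set per screening run, cut at about 8.8% in these data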;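 further: cells exposed to compound for 20 h before luminescence read; 0% = DMSO alone and 100% = MG132 at 30 µM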
zVAD death inh – L929 zVAD cell death inhibition. 220,000 compounds, 0.38% hits. AID 1377. L929 zVAD necroptosis rescue, ATP luminescence, 24 h; with zVAD 60 µM. viability rescue, % at 10 µM;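 active means activation, scaled between plate controls, above about 75%, limit read from the data; inactive means activation under that limit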;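 further: 0% = zVAD with DMSO and 100% = DMSO alone without zVAD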
* = called active by the depositor; nt = not tested or not shown. An excerpt (hit frequency here may not be typical).

Compound	FXIIa inh	FXIa inh	PPC-1+TRAIL kill	Wee1 degr inh	TbHK1 inh	CHOP inhibitor	TNF necrop inh	zVAD death inh	EP2 antag
COc1ccccc1N1CCN(/N=C\c2sccc2C)CC1	6	3	nt	0	4	-25	-0.8	-0.2	8
COC(=O)c1ccccc1Oc1ccc(NC(=O)CCCl)cc1	5	-11	-15	1	-1	34	0.5	1.5	8
CCCN1C(=O)/C(=C/c2ccc(N3CCOCC3)cc2)NC1=S	10	-7	nt	2	-5	-17	1.9	2.5	10
Cc1cc(S(=O)(=O)n2cnc3cc([N+](=O)[O-])ccc32)ccc1Cl	5	4	20	-3	-5	7	1.9	0.8	3
COc1cccc(/C=C2\Sc3ccc(C(=O)NCc4cccnc4)cc3N(C)C2=O)c1	6	-2	-2	2	-14	29	1.9	66	6
O=C(N/N=C/C1CC=CCC1)c1ccc(O)cc1O (stereo not given)	-2	-12	-12	-1	-4	4	0.9	-0.4	7
O=c1cc(CSc2nnc(C3CC3)n2Cc2ccccc2)nc2sccn12	1	-3	20	-1	-7	4	-0.9	1.4	1
Cc1cc(NC(=O)c2ccc(Cn3nc(C)c(Br)c3C)o2)no1	2	2	-16	5	2	29	0.0	0.3	13

Other entries:
Compound	FXIIa inh	FXIa inh	PPC-1+TRAIL kill	Wee1 degr inh	TbHK1 inh	CHOP inhibitor	TNF necrop inh	zVAD death inh	EP2 antag
Cc1ccc(SCCC(=O)Nc2cc(C)on2)cc1	1	-3	3	0	0	21	0.4	0.3	1
CCOC(=O)Cc1nnc(NC(=O)CSc2nc3ccccc3[nH]2)s1	11	2	3	-3	-3	-1	1.7	0.0	4
O=C(O)c1cccc(NC2=C(n3nnc4ccccc43)C(=O)c3ccccc3C2=O)c1	-2	-4	11	-1	-17	0	2.5	1.1	10
CCCN(CCC)C(=O)Cn1c2ccccc2c2nc(=O)cc(C)n21	-8	4	1	2	-5	18	0.2	-0.3	nt
Cc1ccc(C2=NOC(=O)/C2=C\c2ccc(C)o2)cc1	4	-4	0	-2	3	-14	-16	0.5	9
COc1ccccc1-n1nc(C)cc1N	-2	0	5	3	2	16	0.7	4.4	5
COc1ccc(CC(=O)N2N=C(c3ccncc3)CC2(O)C(F)(F)F)cc1 (stereo not given)	-1	-6	-4	4	0	15	-4.3	1.8	4
CC(=O)Nc1ccc(S(=O)(=O)NCCc2ccc(F)cc2)cc1	11	-4	-3	0	-5	1	-2.1	0.1	7

(further entries)
Compound	FXIIa inh	FXIa inh	PPC-1+TRAIL kill	Wee1 degr inh	TbHK1 inh	CHOP inhibitor	TNF necrop inh	zVAD death inh	EP2 antag
CC12CN(S(=O)(=O)c3ccccc3)CC(C)(CN(S(=O)(=O)c3ccccc3)C1)C2	14	0	11	-1	-4	-36	0.7	-0.6	3
O=C(NCCN1CCCCC1)Nc1ccccc1	1	-7	10	-1	-2	24	0.9	1.0	6
CN1CCCN(C(=O)CNC(=O)Cc2ccccc2)CC1	nt	-2	15	2	-5	14	0.5	2.0	7
CCn1c(SCC(N)=O)nnc1-c1ccc2c(c1)OCO2	12	-1	21	0	-3	-5	-0.7	0.7	8
O=C(NCc1ccco1)c1cccc(Nc2nc3ccc(Br)cc3[nH]2)c1	0	4	9	-2	5	67	-4.4	1.1	19
CN=C(Nc1ccccc1)SC1CC(=O)N(c2ccc(C(=O)OC)cc2)C1=O (stereo not given)	5	-8	9	0	0	24	-3.7	-0.1	4
COc1ccccc1C(O)P(=O)(OC1CCCCC1)OC1CCCCC1 (stereo not given)	-1	-4	5	7	-7	5	3.4	0.9	10
O=C(/C=C/c1ccccc1)NCCCNC(=O)/C=C/c1ccccc1	9	-2	18	-1	7	-5	3.3	0.2	5

(more compounds)
Compound	FXIIa inh	FXIa inh	PPC-1+TRAIL kill	Wee1 degr inh	TbHK1 inh	CHOP inhibitor	TNF necrop inh	zVAD death inh	EP2 antag
CC12CC3CC(C)(C1)CC(C(=O)NC1=NCCS1)(C3)C2	17	3	0	-1	13	51	0.9	-0.8	2
CCOC(=O)N1CCN(C(=O)Nc2ccc(Cl)cc2)CC1	12	1	0	1	-2	32	-1.4	0.0	11
Cc1cc(C)nc(N2CCN(C(=O)CCC(=O)Nc3nnc(C(C)C)s3)CC2)n1	7	1	-43	1	-2	4	-1.2	76*	6
Cc1cc(C)nc(SCc2cn3c(C)cccc3n2)n1	10	0	-13	-3	4	10	0.1	-0.2	6
C=CCn1c(=N)c(C#N)cc2c(=O)n3ccccc3nc21	-8	-7	4	1	-9	22	-1.5	-0.8	6
CC1(NC(=O)c2cc(S(=O)(=O)N3CCCCC3)ccc2Cl)CCS(=O)(=O)C1 (stereo not given)	12	2	5	2	-6	16	0.3	0.9	1
CC(Sc1nncn1C)C(=O)Nc1cc(C(F)(F)F)ccc1N1CCOCC1 (stereo not given)	5	-4	-11	1	5	22	1.3	1.9	-1
CCOC(=O)c1ccc(CN(Cc2ccc(C)cc2)S(=O)(=O)c2cccc([N+](=O)[O-])c2)cc1	11	3	-12	-1	-2	-16	3.1	nt	4

Additional structures
Compound	FXIIa inh	FXIa inh	PPC-1+TRAIL kill	Wee1 degr inh	TbHK1 inh	CHOP inhibitor	TNF necrop inh	zVAD death inh	EP2 antag
O=C(c1ccc(Cl)c([N+](=O)[O-])c1)N(Cc1cccc(Cl)c1)C1CCS(=O)(=O)C1 (stereo not given)	12	4	18	-2	-8	-21	-1.3	-1.3	13
O=c1[nH]ncc2c3ccccc3n(Cc3ccccc3F)c12	17	4	3	1	3	38	-1.8	0.2	18
COc1ccc(OCC(=O)Nc2nc3ccccc3[nH]2)cc1	17	5	36	0	-13	-27	-0.3	0.1	17
Oc1ccc(/C=N/n2c(-c3ccco3)csc2=Nc2cccnc2)c(O)c1	6	-3	30	-2	-27	40	-2.3	2.1	24
Cc1cccc(NC(=S)N2CCN(C(=O)C3CCCO3)CC2)c1 (stereo not given)	10	1	0	5	9	21	0.4	-0.2	3
CCOC(=O)c1ccc(NC(=O)Nc2ccc3c(c2)OCCO3)cc1	14	7	-2	-3	5	-2	-0.5	32	6
Cc1nnnn1CC(=O)Nc1ccccc1[N+](=O)[O-]	1	-1	8	-2	-4	18	0.8	0.9	2
Cc1nc(CSc2ccccc2)cc(=O)[nH]1	11	-5	11	0	5	-2	0.4	-1.9	2

Some of the entries so far, with two lines to a compound:
Each structure is followed by: FXIIa inh | FXIa inh | PPC-1+TRAIL kill | Wee1 degr inh | TbHK1 inh | CHOP inhibitor | TNF necrop inh | zVAD death inh | EP2 antag
> CN1CCCN(C(=O)CNC(=O)Cc2ccccc2)CC1
    nt | -2 | 15 | 2 | -5 | 14 | 0.5 | 2.0 | 7
> COc1ccc(CC(=O)N2N=C(c3ccncc3)CC2(O)C(F)(F)F)cc1 (stereo not given)
    -1 | -6 | -4 | 4 | 0 | 15 | -4.3 | 1.8 | 4

Continued.
Compound	FXIIa inh	FXIa inh	PPC-1+TRAIL kill	Wee1 degr inh	TbHK1 inh	CHOP inhibitor	TNF necrop inh	zVAD death inh	EP2 antag
COc1ccc(-c2nc3ccccn3c2CN2CCN(c3ccccc3F)CC2)cc1	-1	-7	4	-2	-8	1	0.5	-0.1	8
CN(C)C1=NCC(CSC(=N)N)S1 (stereo not given)	10	0	11	1	2	3	-2.1	68	7
COc1ccc(C)c2sc(N3CCCC3)nc12	20	3	23	2	-9	9	1.8	0.4	6
CS(=O)(=O)N(Cc1ccccc1)c1ccccc1C(=O)N1CCN(c2ccccc2)CC1	13	5	50	-1	0	26	-1.0	-0.7	5
CCCC(=O)Nc1cc(C(=O)O)ccc1S(=O)(=O)c1ccc(C)cc1	12	8	35	0	14	-9	-1.0	nt	4
CN1CCCC(OC(=O)c2cccc(Cl)c2)C1 (stereo not given)	8	1	13	1	-6	14	3.3	-0.9	10
CN(Cc1cn(C)nc1-c1cccc(Cl)c1)C1CCOCC1	11	8	1	-2	7	-11	0.8	-0.8	6
Cc1c(NC(=O)c2cc(CC(C)C)on2)c(=O)n(-c2ccccc2)n1C	10	7	12	-2	-3	36	0.5	1.0	6

(next part)
Compound	FXIIa inh	FXIa inh	PPC-1+TRAIL kill	Wee1 degr inh	TbHK1 inh	CHOP inhibitor	TNF necrop inh	zVAD death inh	EP2 antag
O=[N+]([O-])c1ccc2[nH]ncc2c1	8	-1	1	-1	-11	1	-0.5	6.2	7
Cc1ccc(NC(=O)C(NC2CCCc3ccccc32)c2ccccc2)c([N+](=O)[O-])c1 (stereo not given)	13	0	12	0	29	-22	1.9	0.8	4
CCOC(=O)C1CCN(S(=O)(=O)c2ccc(CC)cc2)CC1	13	7	42	-1	5	21	0.9	0.2	6
CCOc1ccc(NS(=O)(=O)c2ccc(C)c(C(=O)NCCCn3ccnc3)c2)cc1	11	2	-14	2	-1	-8	-0.4	0.0	3
O=C(/C=C/c1ccc2ccccc2n1)N1CCN(S(=O)(=O)c2ccc(F)cc2)CC1	27	6	-1	3	-10	34	4.6	28	5
COc1ccc(NC(=O)C(=O)NNC(=O)C(C)Oc2ccc(Cl)cc2Cl)cc1 (stereo not given)	1	-1	15	-1	3	9	0.9	1.2	5
COc1cc(CC(=O)NCc2ccccn2)cc(OC)c1OC	10	0	-10	0	-3	-21	0.2	0.2	14
Cc1cccc(NC(=O)CCN2CCOCC2)c1	16	5	6	0	-5	7	0.0	-0.1	9

More compounds follow:
Compound	FXIIa inh	FXIa inh	PPC-1+TRAIL kill	Wee1 degr inh	TbHK1 inh	CHOP inhibitor	TNF necrop inh	zVAD death inh	EP2 antag
COc1cc2c(cc1OC)[C@@H]1Cc3cc4c(cc3[C@H](C2)N1C)OCO4	16	7	-12	0	2	7	0.6	1.3	2
Cc1ccc(-c2nc(C)sc2CC(=O)OCC(=O)Nc2c(F)cccc2F)cc1	22	21	8	-3	0	-24	0.8	-0.1	17
CCOC(=O)CN1N=C(/C=C/c2ccc(C(C)C)cc2)CCC1=O	6	-4	11	-2	-25	32	0.2	59	16
COc1ccc(-c2csc(NC(=O)CSc3nc(C)nc4sc(C(=O)O)c(C)c34)n2)cc1	10	8	16	2	-2	6	3.1	0.8	7
CCC(C)[C@H](NC(=O)Nc1ccc(S(N)(=O)=O)cc1)C(=O)OC (stereo not given in full)	2	-1	1	-4	2	-4	-0.1	0.2	14
CC(C)c1cc(-c2cc(-c3ccc(Cl)cc3)on2)nc(NCC2CC2)n1	3	-2	2	nt	-11	-4	0.9	0.1	8
O=C(CNS(=O)(=O)c1ccc(F)cc1)N1CCCCCC1	10	2	19	-1	5	-24	0.2	1.0	3
O=C(Nc1sc2c(c1C(=O)O)CCCCC2)c1cccs1	-4	-4	49	0	-4	16	-1.1	0.9	11
O=C(NCc1ccccc1)C(=O)Nc1nc(-c2ccccc2)cs1	10	3	24	0	-10	2	6.3	6.2	6
